NOD2 RIPK2 PPI: NOD2-RIPK2 protein interaction inhibition; CHO BLA complementation NOD2-RIPK2, CCF4 ratio; O43353; AID 624267; 360,000 tested, 0.38% active; inhibition, % at 4.98 µM; in the data active means inhibition above about 21%;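 further: 0% = vehicle only and 100% = reference blocker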
MC4R barr agon: agonists of human melanocortin 4 receptor (MC4R) beta-arrestin; P32245; U2OS MC4R beta-arrestin complementation, luminescence; percent of melanotan II response, DMSO zero; activation, % at 8.9 µM; 360,000 tested, 0.98% active; AID 540308;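 active means activation above a per-plate cutoff, the mean activation of sample wells on that plate plus 3 SD, cut at about 8% in these data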
m5-HT2A agonist: agonists of mouse serotonin 5-HT2A receptor (HTR2A); activation, % at 7.6 µM; 360,000 tested, 0.66% active; AID 624169; CHO-K1 mHTR2A beta-arrestin complementation, luminescence; percent of 30 µM serotonin response; P35363;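 active means activation above a run cutoff, the mean activation of all tested compounds plus 3 SD, cut at about 14% in these data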;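 further: 0% = plate median of compound wells and 100% = 30 µM serotonin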
SRC2 inh: inhibits human steroid receptor coactivator 2. 370,000 tested, 0.17% active. Q15596. inhibition, % at 9 µM. HEK293 GAL4-SRC2 luciferase reporter, luminescence;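 active means inhibition above the mean inhibition of all tested compounds plus 3 SD, set per campaign, cut at about 52% in these data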;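 further: 0% = DMSO treated cells and 100% = cells given Gossypol at 36 µM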
ABCB6 inh 2: human ABCB6 transporter inhibition; K562-ABCB6 porphyrin accumulation, flow cytometry, 1 h; stronger effect = lower value; fluorescence ratio to DMSO, % at 10 µM; AID 602162; 360,000 tested, 0.19% active;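 active means fluorescence ratio to DMSO below 75%, the collection mean minus 3 SD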;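 further: signal is porphyrin accumulated inside mitochondria; 100% equals median channel fluorescence of DMSO control wells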
Cardio protect: protects H9c2 cardiomyocytes from peroxide injury | H2O2 injury protection, ATPLite, 2 h | protection from H2O2 cell death, % at 20 µM | 360,000 tested, 0.63% active;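 active means compounds giving at least 50% protection of heart cells from peroxide-induced death in the single-dose screen, raw or plate-pattern-corrected value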;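 further: 0% = DMSO wells with peroxide and 100% = DMSO wells without peroxide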
TLR9-MyD88 inh: blocks human TLR9 binding to MyD88; inhibition, % at 4.98 µM; Q9NR96+Q99836; CHO BLA complementation TLR9-MyD88, CCF4 FRET ratio; 340,000 tested, 0.21% active;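 active means inhibition above the mean over all tested compounds plus 3 SD, cut at about 21% in these data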;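 further: 0% = DMSO only wells and 100% = clavulanate BLA inhibitor control wells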
ABHD5-PLIN5 inh: inhibitors of human ABHD5-perilipin-5 interaction. inhibition, % at 4 µM. Split G. princeps luciferase complementation, luminescence, 4 h. 360,000 tested, 0.78% active;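 active means inhibition above the mean inhibition across every tested compound plus 3 SD, cut at about 22% in these data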;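 further: 0% = DMSO only wells and the 100% control is not disclosed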
Target sequence (Q00G26 whole entry, looked up): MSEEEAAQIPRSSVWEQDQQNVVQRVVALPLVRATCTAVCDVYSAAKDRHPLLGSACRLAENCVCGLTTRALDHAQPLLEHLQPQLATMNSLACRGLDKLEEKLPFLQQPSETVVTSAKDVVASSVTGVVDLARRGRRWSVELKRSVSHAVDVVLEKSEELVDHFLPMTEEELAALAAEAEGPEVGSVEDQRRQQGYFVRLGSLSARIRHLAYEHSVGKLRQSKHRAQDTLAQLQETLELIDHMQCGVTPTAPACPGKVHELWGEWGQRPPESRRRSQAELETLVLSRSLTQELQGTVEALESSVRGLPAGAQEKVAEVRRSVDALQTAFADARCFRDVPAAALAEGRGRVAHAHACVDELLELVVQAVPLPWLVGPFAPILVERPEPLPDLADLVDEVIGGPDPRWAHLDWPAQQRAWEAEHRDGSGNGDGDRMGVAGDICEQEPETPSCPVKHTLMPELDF
Target sequence (Q8WTS1 whole entry, looked up): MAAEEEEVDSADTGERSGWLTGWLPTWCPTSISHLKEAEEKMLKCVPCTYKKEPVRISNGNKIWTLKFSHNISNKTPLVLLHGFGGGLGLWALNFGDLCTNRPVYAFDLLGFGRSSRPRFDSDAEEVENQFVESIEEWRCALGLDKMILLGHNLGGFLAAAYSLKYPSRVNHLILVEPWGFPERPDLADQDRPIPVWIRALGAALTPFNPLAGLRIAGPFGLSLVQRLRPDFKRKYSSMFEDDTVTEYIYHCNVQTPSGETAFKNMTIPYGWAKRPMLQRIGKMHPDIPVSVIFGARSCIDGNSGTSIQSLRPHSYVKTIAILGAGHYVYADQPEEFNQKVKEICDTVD
Glyco luc inh: N-linked glycosylation inhibition; D54 ERlucT glycosylation luciferase reporter, 24 h; percent of 100 nM tunicamycin response; reporter increase, % at 12.5 µM; 360,000 tested, 0.23% active; AID 588692;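 active means mean luciferase reporter signal, scaled so untreated is 0 and the glycosylation-blocking control 100, at or above a set limit in every replicate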;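 further: luciferase carries N-glycosylation sites so blocking glycosylation raises the light; 0% = median of neutral control wells and 100% = median of 100 nM tunicamycin wells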
MC4R antagonist: blocks human MC4R cAMP signaling | P32245 | MC4R-expressing cells, MTII-stimulated cAMP, LANCE TR-FRET | inhibition, % at 6.5 µM | 360,000 tested, 0.48% active | AID 540295;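 active means inhibition above its plate's cutoff, the mean of tested wells on that plate plus 3 SD, cut at about 29% in these data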;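 further: 0% = Melanotan II alone and 100% = Melanotan II plus saturating MCL0020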
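Test system: U2OS cells stably expressing human melanocortin 4 receptor (MC4R); also added: Melanotan II challenge; compound: 6.5 µM single dose; timing: 30-min compound preincubation, 1-h Melanotan II challenge, 1-h detection, room temperature; signal: Eu-cAMP/anti-cAMP TR-FRET, emission 671 nm; repeats: one well per compound, no replicates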
Numbers without * were called inactive; x = no result given. Not all compounds are listed; the hit share may differ from the screen's.

Results follow in this order: NOD2 RIPK2 PPI	MC4R barr agon	m5-HT2A agonist	SRC2 inh	ABCB6 inh 2	Cardio protect	TLR9-MyD88 inh	ABHD5-PLIN5 inh	Glyco luc inh	MC4R antagonist
Cc1cccc2c(=O)n(C(=O)c3ccccc3)c(N)nc12
    6	-1.3	8	-55	95	34	-2	8	4	-7
CCC1(C)NC(=O)N(CC(=O)c2cc(C)n(C3CC3)c2C)C1=O (configuration not stated)
    2	-2.1	-6	2	94	-2	7	5	-2	-1
Cc1cccc(C)c1-n1c(C)cc(/C=C2\C(=O)NN(c3ccccc3)C2=O)c1C
    -7	6.7	5	-39	105	10	-5	6	-4	6
COc1ccc(CNC(=O)C(=O)c2cn(CC(=O)N3CCCC3)c3ccccc23)cc1
    -5	-3.8	-4	-21	101	-1	-4	-3	1	6
COC(=O)c1ccc(COc2ncnc3c(Cl)cc(Cl)cc23)o1
    -5	-1.5	-4	-1	97	22	-5	2	3	7
Cc1ccc(N(CN2CCCC2=O)C(=O)c2ccccc2)cc1
    0	-2.6	-1	23	102	13	0	-5	1	6
Clc1ccc(OCCCN2CCc3ccccc3C2)c(Br)c1
    0	0.6	-13	5	99	-3	13	8	0	11
Cc1ccc(C(C)C)c(OCc2nc(-c3nonc3N)no2)c1
    -3	0.7	1	-22	97	-6	-6	-8	0	8
CC(=O)NC1(C(F)(F)F)C(=O)Nc2c1c(=O)n(C)c(=O)n2C (configuration not stated)
    -4	1.0	-1	-4	90	-5	-6	4	1	-1
O=C(CCN(NC(=O)c1ccccc1)C1=NS(=O)(=O)c2ccccc21)NC1CCCCC1
    -8	-0.8	2	-25	103	-5	-10	2	0	-4
CC(C)NC(=O)N(C)C[C@@H]1OCc2cn(nn2)CCCC(=O)N([C@H](C)CO)C[C@H]1C
    -7	-0.2	-3	8	100	-1	-4	-2	1	3
COc1cc2c(cc1OC)CN(C(=O)c1ccncc1)CC2
    -4	1.7	0	-19	98	-5	7	0	0	4
C/C(=C\C(=O)c1ccc(C)cc1)Nc1cccc(O)c1
    -5	-1.2	0	5	106	-9	-6	-1	4	2
O=C(COC(=O)c1ccc([N+](=O)[O-])o1)Nc1ccc2c(c1)OCO2
    2	-2.7	0	-17	100	25	6	1	1	5
O=C/C(=C\Nc1ccc(C(=O)N2CCOCC2)cc1)c1nc2ccccc2o1
    -14	-2.0	-1	4	100	10	-1	-2	0	9
Cc1cccc(C)c1NC(=O)CNC(=O)CNC(=O)c1ccc2c(c1)OCO2
    -3	-3.4	4	1	98	6	14	7	-2	6
COCCCNC(=S)NNC(=O)c1cc(-c2ccncc2)nc2ccccc12
    -4	-4.4	-6	-10	100	1	0	0	4	11
CC(=O)Nc1ccc(Nc2nc3ccccc3n3cnnc23)cc1
    -14	-1.3	-8	-9	99	38	7	0	5	9
Cc1ccccc1NS(=O)(=O)c1ccc2[nH]cc(C(=O)N(C)Cc3ccco3)c(=O)c2c1
    13	0.0	10	x	98	2	7	1	-2	-1
COc1ccc2[nH]c(=O)c(CN(C(C)=O)c3ccc(C)cc3C)cc2c1
    -4	0.7	0	-25	99	1	-5	2	0	2
Cc1cc2cc(CN(C(=O)C3CC3)C3CCCC3)c3nnnn3c2cc1C
    1	-1.6	-4	-22	98	0	-12	-3	1	-2
CC(C)(C)N(CC#CCC1(O)c2ccccc2-c2ccccc21)CCO
    2	-2.2	-6	-19	97	-7	-3	6	2	19
Cc1ccc(S(=O)(=O)Nc2nc(N)n(-c3ccccc3)n2)cc1
    1	0.5	-6	-4	102	3	x	0	1	1
Cc1ccc(C)c(-c2cc(C(=O)NNC(=S)NCC(C)C)c3ccccc3n2)c1
    -6	-2.9	-3	3	97	-12	-12	-11	-1	-1
CCCCn1c(N)c(N(CC(C)C)C(=O)c2ccc(Br)o2)c(=O)[nH]c1=O
    0	-4.6	-8	8	131	-3	2	-4	1	3
CC(C)(C)c1ccc(C(=O)N2CCC(C(=O)c3ccccc3)CC2)cc1
    13	-1.8	-12	13	98	3	2	-7	-1	-8
O=C(NCCCn1ccnc1)c1ccc2nccnc2c1
    1	-1.0	-3	-18	102	0	-5	0	0	-9
O=c1[nH]c(CN(CCO)CCO)nc2c1C1(CCCCC1)Cc1ccccc1-2
    6	-0.3	5	5	95	3	-1	0	-1	17
Cc1cc(C)nc(SC(C)C(=O)O)n1 (configuration not stated)
    4	-0.2	-1	-40	102	-4	-9	-1	4	10
O=C(CCS(=O)(=O)c1ccc(Br)s1)NC1CCCC1
    4	0.2	2	-13	97	5	6	-5	1	0
Cc1ccc(S(=O)(=O)N2CCC(C(=O)OC(C)C(=O)NCc3ccc4c(c3)OCO4)CC2)cc1 (configuration not stated)
    1	0.4	0	-3	91	-2	-2	8	2	13
CC1CCN(c2ccc(/C=N/n3nnnc3N)cc2[N+](=O)[O-])CC1
    -5	0.9	-3	-15	102	-13	-11	10	2	3
CCOc1ccc(-c2nc(-c3ccncc3)no2)cc1OCC
    4	1.4	1	-16	99	3	-3	-2	2	-3
O=C(COC(=O)C1CCCCC1)NCCc1ccccc1
    -15	-0.2	-3	8	102	-1	-8	2	4	-1
O=C(NNC(=O)c1ccccc1C(=O)O)c1ccc(O)cc1
    1	-1.8	2	-35	102	5	-11	4	1	1
Cc1ccc(S(=O)(=O)N2CCN(S(=O)(=O)N3CCCCCC3)CC2)cc1
    -7	-0.6	5	-5	99	9	-6	6	0	-5
CC1(C)Cc2ccccc2-c2nnnn21
    10	0.6	1	-12	99	4	-4	-5	1	10
CCC(=O)Nc1ccc(Cl)c(NC(=O)c2cccc(OC)c2)c1
    -10	0.7	5	-2	102	0	2	4	-2	-2
COC(=O)C1(O)CC(C(C)C)=NN1C(=O)c1ccccc1 (configuration not stated)
    -2	-0.4	-3	-6	87	-1	-3	0	1	2
O=C(CSc1nnc(NC(=O)c2ccccc2F)s1)NC1CCCC1
    2	-1.5	5	-21	99	-12	0	2	-1	10
COc1cccc(/C=C/C(=O)OCCN2C(=O)c3ccccc3C2=O)c1
    -3	0.5	6	-61	93	3	-2	5	-1	10
O=C(NCc1ccccc1)c1cccnc1N1CCOCC1
    -8	-0.3	-3	-2	97	1	2	-5	1	1
O=c1c2ccccc2nc(SCc2ccc([N+](=O)[O-])cc2)n1CCCO
    -14	-0.8	2	4	96	-4	8	3	-3	-37
C[C@H](O)[C@@H]1CN2CCc3c([nH]c4ccccc34)[C@@H]2C[C@@H]1N(C)C(=O)OCc1ccccc1
    2	x	2	-38	96	4	x	-7	1	x
Cc1ccc(S(=O)(=O)Nc2ccc3cc([N+](=O)[O-])ccc3c2[N+](=O)[O-])cc1
    -7	-3.0	-1	5	97	-10	-6	-4	1	10
CN(C(=O)CN1C(=O)S/C(=C\c2ccccc2Cl)C1=O)C1CCS(=O)(=O)C1 (configuration not stated)
    -4	-2.4	1	-9	102	-3	5	1	1	-3
O=C1c2ccccc2NC(c2ccccc2F)N1NS(=O)(=O)c1ccccc1 (configuration not stated)
    -2	-0.2	-8	7	94	2	3	9	0	2
COCCNC(=O)CSc1nc2cc3c(cc2c(=O)n1CCCC(=O)NCCc1ccc(OC)c(OC)c1)OCO3
    -4	-1.0	-2	3	94	6	-10	2	2	7
Cc1ccc(CSc2ccc(-c3ccco3)nn2)cc1
    -7	-1.2	0	-36	95	-9	-12	-1	-4	-3
COc1ccc(Cl)cc1NC(=O)C(C)N(C)Cc1cccc(Cl)c1Cl (configuration not stated)
    4	3.8	-1	5	98	-10	-1	-5	-3	22

(list continues)
Results follow in this order: NOD2 RIPK2 PPI	MC4R barr agon	m5-HT2A agonist	SRC2 inh	ABCB6 inh 2	Cardio protect	TLR9-MyD88 inh	ABHD5-PLIN5 inh	Glyco luc inh	MC4R antagonist
CCc1ccc2nc(N(CCN(C)C)C(=O)/C=C/c3cccs3)sc2c1
    10	0.2	-10	x	98	-10	3	5	1	7
O=C(O)CNS(=O)(=O)c1ccc2[nH]c(=O)c(=O)[nH]c2c1
    -1	-0.9	7	2	92	-1	-3	-2	2	-7
Cc1nc(Cl)c(Cl)n1CCOc1ccccc1
    -7	2.4	-10	7	102	-8	x	-3	-1	4
CCOC(=O)C[C@H]1c2ccccc2S(=O)(=O)N1Cc1ccc(Cl)cc1
    -23	-0.2	-4	-18	101	-16	-14	-3	0	10
O=C1[C@H]2[C@@H](c3ccc(F)cc3)N3C(=O)N(c4ccc(C(F)(F)F)cc4)C(=O)[C@@]3(Cc3ccccc3)[C@H]2C(=O)N1C1CCCCC1
    -12	1.5	-5	-11	97	-3	-2	-6	-8	16
COc1cc(C(=O)OC2CCOC2=O)cc(Cl)c1OC (configuration not stated)
    -6	0.2	5	3	101	-1	9	-2	1	30*
CCN(CC(=O)Nc1ccc(OC)cc1)C(=O)c1ccc(N2CCCC2=O)cc1
    5	-1.8	-5	-25	101	4	-5	-12	2	15
NC(=O)NC(=O)COC(=O)CC12CC3CC(CC(C3)C1)C2
    -8	1.6	6	18	102	-14	8	12	3	-3
CCN(C(=O)COC(=O)c1cc2c(s1)CCCC2)c1c(N)n(Cc2ccccc2)c(=O)[nH]c1=O
    3	-0.6	-7	-4	95	-3	-5	-3	0	-2
Cc1ccc(/C=N/NC(=O)C2(C)CC2(Br)Br)cc1 (configuration not stated)
    2	0.1	5	1	104	-5	5	-7	2	1
CSCCC(c1nc2ccccc2[nH]1)n1c(=O)c(-c2cccnc2)nc2ccccc21 (configuration not stated)
    -26	x	0	13	x	x	x	6	x	x
CCCc1nc2ccc(C)cn2c1Cc1ccc(C)cc1
    4	x	1	-55	103	-4	x	0	-3	x
Cc1cccc(C)c1OCC(=O)NCc1nnc(SCC(=O)NC2CCCCC2C)n1C (configuration not stated)
    -3	-3.8	4	-13	96	0	-1	5	1	-6
CCN(CC(=O)Nc1ccc2c(c1)OCCO2)C(=O)c1cc(Cl)nc2ccccc12
    3	-4.6	-7	22	94	-2	-4	1	4	14
O=C(Nc1ccccc1N1CCN(c2ccc(F)cc2)CC1)c1ccccc1
    -4	1.4	-5	-19	90	-9	2	7	-1	5
COc1cccc2c1cc1c(=O)n(CC(=O)NCc3ccccn3)nc(C)n12
    10	-3.2	2	x	94	-1	0	5	2	3
CCc1nc(C)cn1S(=O)(=O)c1cc(Br)ccc1OC
    -11	0.3	0	-14	98	3	-7	7	-1	1
O=C(NC1CCS(=O)(=O)C1)c1cc(-c2ccccc2)nc2ccccc12 (configuration not stated)
    -3	-1.2	-1	-21	83	-9	5	-8	1	0
COc1ccc(OCC(=O)Nc2ccc(N3CCN(C(=O)c4ccco4)CC3)cc2)cc1
    -3	0.1	3	0	97	-1	2	-3	0	14

Source: PubChem BioAssay
